# Compound activity: PubChem, Sanford-Burnham Center for Chemical Genomics
# A3G deaminase – APOBEC3G (human) deaminase inhibition; inhibition, % at 20 µM; recombinant A3G, ssDNA deamination FAM/TAMRA fluorescence; Q9HC16; 330,000 tested, 0.28% active;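 active means inhibition of at least 40% at 20 µM, with no more than 30% in the related APOBEC3A deaminase screen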;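 further: plate controls were DMSO wells with A3G for no effect and wells lacking A3G enzyme for full effect; some compounds called inactive have numbers as strong as hits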
# Target sequence (Q9HC16 whole entry, looked up): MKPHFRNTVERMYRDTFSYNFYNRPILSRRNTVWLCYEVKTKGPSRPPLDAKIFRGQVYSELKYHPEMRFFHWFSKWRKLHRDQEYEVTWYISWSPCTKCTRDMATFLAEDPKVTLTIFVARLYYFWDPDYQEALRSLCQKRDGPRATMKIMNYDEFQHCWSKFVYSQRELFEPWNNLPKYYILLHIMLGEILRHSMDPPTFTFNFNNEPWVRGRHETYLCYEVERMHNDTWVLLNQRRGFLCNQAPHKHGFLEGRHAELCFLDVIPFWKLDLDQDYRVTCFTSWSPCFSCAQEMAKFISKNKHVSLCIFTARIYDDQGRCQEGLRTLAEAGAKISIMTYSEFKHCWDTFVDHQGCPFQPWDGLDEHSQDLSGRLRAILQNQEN
# mIAP activ – mouse IAP activation | muIAP, CDP-Star luminescence, 30 min; hits give high values; 1 = vehicle-only enzyme signal, 0 = enzyme-free wells | activation factor at 10 µM | 330,000 tested, 0.24% active | AID 2805;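 active means activation factor of at least 2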; further: the source names both 10 and 20 µM as test concentration; values of inactives mirror those of a sister screen read the other way
#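 Assay system: mouse IAP enzyme; Reagent: CDP-Star chemiluminescent phosphatase substrate; Compound: DMSO-dissolved test compounds; Incubation: 30 min, room temperature; Technique: luminescence from enzymatic CDP-Star hydrolysis; Controls: DMSO-only wells and no-enzyme negative control.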
# mIAP inh – blocks mouse intestinal alkaline phosphatase; purified mouse IAP, CDP-Star luminescence, 30 min; inhibition, % at 10 µM; 330,000 tested, 0.2% active; AID 2806;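 active means inhibition of at least 40% at 10 µM in the primary screen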;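 further: plate controls were DMSO with enzyme for no effect and no enzyme wells for full effect; values of inactives mirror those of a sister screen read the other way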
# MIN6 prolif – MIN6 beta-cell proliferation induction. MIN6 cells proliferation, ATPlite luminescence, 48 h; cells starved in 0.2% serum; 100% = growth in 10% serum. proliferation, % at 10 µM. 330,000 tested, 0.29% active. AID 2380;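 active means compounds whose signal lies at least 3.5 SD above the mean of all wells on their plate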;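 further: 0% = DMSO-treated cells in low-serum medium and 100% = 10% serum control; some compounds called inactive have numbers as strong as hits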
# NLRP3 yeast inh – inhibitors of NALP3 inflammasome in yeast. Yeast reconstituted NLRP3/ASC/caspase-1, beta-gal luminescence, 24 h. inhibition, % at 10 µM. 330,000 tested, 0.39% active. AID 2825;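 active means inhibition of 50% or more; inactive means inhibition below 50%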;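 further: plate controls were induced DMSO wells for no effect and uninduced yeast grown without galactose for full effect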
# hIAP inh – human IAP inhibition; purified IAP, CDP-Star luminescence, 30 min; P09923; inhibition, % at 10 µM; AID 2544; 330,000 tested, 0.12% active;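 active means inhibition reaching a set limit with compound at 10 µM in the primary screen, cut at about 35% in these data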;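 further: plate controls were DMSO wells with enzyme for no effect and no-enzyme buffer wells for full effect; values of inactives mirror those of a sister screen read the other way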
# Target sequence (P09923 whole entry, looked up): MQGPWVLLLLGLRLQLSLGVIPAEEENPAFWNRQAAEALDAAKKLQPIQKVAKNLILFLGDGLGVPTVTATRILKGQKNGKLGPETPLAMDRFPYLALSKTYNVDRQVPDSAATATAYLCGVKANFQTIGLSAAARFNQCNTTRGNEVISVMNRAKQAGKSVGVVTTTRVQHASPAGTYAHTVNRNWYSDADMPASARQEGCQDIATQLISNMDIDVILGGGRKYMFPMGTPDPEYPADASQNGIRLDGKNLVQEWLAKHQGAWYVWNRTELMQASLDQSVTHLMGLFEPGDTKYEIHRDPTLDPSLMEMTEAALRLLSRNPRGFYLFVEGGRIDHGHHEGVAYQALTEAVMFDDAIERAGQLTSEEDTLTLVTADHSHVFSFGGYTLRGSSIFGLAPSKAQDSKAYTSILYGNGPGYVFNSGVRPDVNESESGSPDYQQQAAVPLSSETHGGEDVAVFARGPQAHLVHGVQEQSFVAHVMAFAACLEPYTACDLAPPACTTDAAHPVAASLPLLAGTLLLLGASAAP
# APOBEC3A inh – blocks human APOBEC3A ssDNA deamination. inhibition, % at 20 µM. P31941. recombinant A3A, FAM/TAMRA ssDNA deamination fluorescence. 330,000 tested, 0.41% active;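 active means at least 40% inhibition at 20 µM here, with at most 30% in a related deaminase screen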;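 further: plate controls were A3A with DMSO for no effect and wells lacking A3A enzyme for full effect; some results filed as inactive read as strong as hits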
# Target sequence (P31941 whole entry, looked up): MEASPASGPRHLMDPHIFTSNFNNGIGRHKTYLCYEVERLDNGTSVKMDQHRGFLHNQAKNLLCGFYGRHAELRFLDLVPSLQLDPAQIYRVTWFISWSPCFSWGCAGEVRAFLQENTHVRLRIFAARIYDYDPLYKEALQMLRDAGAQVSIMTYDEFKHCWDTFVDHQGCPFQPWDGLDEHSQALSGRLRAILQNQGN
# SENP1 FRET inh – inhibitors of human SENP1 SUMO protease catalytic domain; recombinant SENP1 catalytic domain, CyPet-SUMO1-YPet FRET cleavage; 360,000 tested, 0.21% active; Q9P0U3; inhibition, % at 10 µM; AID 624204;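 active means inhibition at least 30% at 10 µM, raw YFP signal under a set limit, fluorescence ratio 0.5 to 1.5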;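 further: 0% = enzyme with DMSO and 100% = no enzyme wells; some results filed as inactive read as strong as hits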
#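 System: Recombinant human SENP1 catalytic domain, His6-tagged | Incubation: Enzyme reaction for 50 min at room temperature, dark | Medium: Tris pH 8 with BME, BSA, NP40 and catalase | Also added: 25 nM SUMO1 FRET substrate | Compound: 10 µM single point, 0.5% DMSO | Measured by: FRET fluorescence in CFP and YFP emission channels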
# hIAP act – increases human intestinal alkaline phosphatase activity | P09923 | purified human IAP, CDP-Star luminescence, 30 min; hits give high values; 1 = vehicle-only enzyme, 0 = enzyme-free background | 330,000 tested, 0.16% active | activation factor at 10 µM | AID 2524;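 active means activation factor of the enzyme at least 2-fold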; further: the source names both 10 and 20 µM as test concentration; values of inactives mirror those of a sister screen read the other way
# Active calls of the source: *; x = no result given.
SMILES,A3G deaminase,mIAP activ,mIAP inh,MIN6 prolif,NLRP3 yeast inh,hIAP inh,APOBEC3A inh,SENP1 FRET inh,hIAP act
CC(NC(=O)CN1CCC(C(N)=O)CC1)c1ccccc1 (stereo not given),-2,0.95,5,0,16,-16,-5,0,1.2
CCC(C)(C)NC(=O)/C=C/c1cc(OC)c(OC)c(S(=O)(=O)N2CCc3ccccc32)c1,7,1.1,-8,-1,-2,-20,2,-2,1.2
CCOc1cc(-c2noc(CCC(=O)Nc3cccnc3)n2)ccc1OC,-4,1.1,-6,3,20,-2,1,0,1
C[C@@]12C(=O)N(c3cccc(Cl)c3)C(=O)N1[C@H](c1ccc(Cl)cc1)[C@@H]1C(=O)N(C3CCCCC3)C(=O)[C@@H]12,-4,1.1,-9,-8,14,17,-2,1,0.83
COc1ccc(N2C(=O)CC(Sc3n[nH]c(-c4ccc(C)cc4)n3)C2=O)cc1 (stereo not given),42*,0.96,4,-6,22,-22,-2,0,1.2
Cc1ccc(NC(=O)CN(C)S(=O)(=O)c2ccc3[nH]c(=O)oc3c2)c(C)c1,1,0.37,63*,-3,12,6,6,3,0.94
CCn1c(=O)c([N+](=O)[O-])c(Cl)c2ccccc21,-13,1.1,-9,-7,9,1,-5,1,0.99
COC(=O)c1ccccc1NC(=O)CSc1nnnn1C1CCCCC1,-6,0.96,4,-2,10,-11,-1,-3,1.1
Cc1cc(NC(=O)CSc2nnc(N)s2)c([N+](=O)[O-])cc1C,-19,0.9,10,1,2,-3,-5,1,1
Cc1nn(-c2ccccn2)c2c1C(c1ccccc1Cl)C1=C(N2)c2ccccc2C1=O (stereo not given),-2,0.87,13,-2,4,-11,-3,9,1.1
CCn1cc(-c2cc(C(F)(F)F)n3nc(C(=O)O)cc3n2)c(C)n1,-11,0.86,14,-1,-3,5,54*,-2,0.95
COc1ccc(CCNC(=O)c2cccc(Br)c2)cc1OC,-4,1,-2,-1,22,5,-2,-1,0.95
Cc1ccccc1NC(=O)Nc1cnccn1,-3,1,-1,2,24,-16,1,0,1.2
COc1c(Cl)cc(Cl)cc1/C=N/NC(=O)c1nnn(-c2nonc2N)c1CN1CCC(C)CC1,-2,0.89,11,-7,10,-11,1,-1,1.1
COc1cc2c(cc1OC)CN(S(=O)(=O)c1ccc3c(c1)OCCO3)CC2,0,1,-2,-1,13,8,4,1,0.92
COc1cccc(-n2cc(CN(C)Cc3nc(Cc4cccc(F)c4)no3)cn2)c1,-3,1,-2,-1,16,-7,0,-1,1.1
O=C(Cc1ccsc1)NCC(=O)Nc1ccc(F)c(F)c1,-7,0.92,8,3,6,-8,-4,-3,1.1
O=C(C1CC(=O)N(c2ccccc2)C1)N1CCCCCC1 (stereo not given),-7,0.94,6,-3,10,-23,-2,-1,1.2
COc1cccc(-c2csc(N3CCN(CC(=O)Nc4ccc5c(c4)OCO5)CC3)n2)c1,-6,0.99,1,-5,16,-14,-1,-7,1.1
COc1ccc(NC(=O)Nc2cccc(C)n2)cc1,1,0.95,5,4,34,14,0,0,0.86
CSc1ccccc1-n1nnnc1SCC(=O)Nc1ccccc1C,-4,1,-1,0,1,5,-3,0,0.95
CCN(CC)c1ccc(/C=C/c2nc3ccccc3s2)cc1,-16,0.96,4,-6,17,7,-9,x,0.93
Cc1ccc(N(CC(O)CN2CCCC2)S(=O)(=O)c2ccc(C)cc2)cc1 (stereo not given),2,1.1,-6,-1,14,4,1,1,0.96
COc1ccc(-n2c(SCC(N)=O)nnc2-c2ccccc2F)cc1,-1,1.2,-24,-1,-11,-19,1,0,1.2
FC(F)(F)c1nnc2ccc(N3CCCCC3)nn12,-10,1,-2,0,17,-6,-3,1,1.1

# Pulled one by one from the list above, three records:
SMILES,A3G deaminase,mIAP activ,mIAP inh,MIN6 prolif,NLRP3 yeast inh,hIAP inh,APOBEC3A inh,SENP1 FRET inh,hIAP act
Cc1cc(NC(=O)CSc2nnc(N)s2)c([N+](=O)[O-])cc1C,-19,0.9,10,1,2,-3,-5,1,1
COc1cccc(-n2cc(CN(C)Cc3nc(Cc4cccc(F)c4)no3)cn2)c1,-3,1,-2,-1,16,-7,0,-1,1.1
O=C(Cc1ccsc1)NCC(=O)Nc1ccc(F)c(F)c1,-7,0.92,8,3,6,-8,-4,-3,1.1

# (more compounds)
SMILES,A3G deaminase,mIAP activ,mIAP inh,MIN6 prolif,NLRP3 yeast inh,hIAP inh,APOBEC3A inh,SENP1 FRET inh,hIAP act
CCCc1nc(C)cc(N2CCN(c3ccccc3)CC2)n1,-2,1,-2,2,17,-14,2,2,1.1
O=C(Cn1cnc2ccccc2c1=O)NCc1cccs1,2,0.95,5,1,-7,-5,2,-1,1.1
Cc1cc(C)c(OC2(c3ccccc3)OC(=O)c3ccccc32)c(C)c1 (stereo not given),-7,0.96,4,-6,3,11,0,2,0.89
Oc1ccc(Br)cc1/C=N/n1c(-c2ccccc2)n[nH]c1=S,4,1,-3,1,10,-20,-8,-28,1.2
Cc1ccc(C(C(=O)NC2CCCCC2)N(Cc2ccco2)C(=O)Cn2cnc3ccccc32)cc1 (stereo not given),-5,1.3,-29,-1,-9,-12,-6,2,1.1
O=[N+]([O-])c1cccc(-c2nnc(-c3ccc4c(c3)OCO4)o2)c1,-6,1.1,-6,-2,2,1,-3,2,0.99
CCN(CC(=O)Nc1c(F)cccc1F)C(=O)c1ccc(-c2ccccc2)cc1,-8,1,0,2,35,-3,-3,2,1
O=C(NC1CCCCCC1)C1Cc2ccccc2CN1C(=O)c1ccco1 (stereo not given),-6,0.97,3,1,5,-2,1,-5,1
CCC(=O)N1N=C2CC(C)(C)OCC2C1c1ccccc1 (stereo not given),-5,0.98,2,-1,-16,-18,0,4,1.2
O=C(CSc1nnnn1-c1ccccc1)Nc1ncc(Cc2cc(Cl)ccc2Cl)s1,-11,0.92,8,-2,13,-9,-7,-1,1.1
COc1cccc(C(=O)Nc2cccc(OCC(=O)O)c2)c1,-7,0.88,12,-3,0,25,0,0,0.75
CC1(C)CC[C@]2(C(=O)O)CC[C@]3(C)C(=CCC4[C@@]5(C)CC[C@H](O)C(C)(C)C5[C@H](O)C[C@]43C)[C@@H]2C1 (stereo not given in full),-7,1,0,-6,6,-8,-2,x,1.1
CN1CCN(c2nc(-c3ccccn3)nc3ccccc23)CC1,-1,1,-4,0,-3,-11,3,-2,1.1
Cn1cc(C[C@H](NC(=O)OC(C)(C)C)C(=O)N[C@@H](CO)Cc2ccccc2)c2ccccc21,-7,1,-4,-1,-4,8,-4,2,0.92
COC(=O)c1c(NS(=O)(=O)c2ccccc2)csc1C,-5,1,0,-2,17,-15,-4,-1,1.2
COc1ccc(C2c3ccc4ccccc4c3Oc3ncn(CCN4CCOCC4)c(=N)c32)cc1OC (stereo not given),-8,1.1,-10,-4,11,-4,1,-1,1
O=C(c1cccc(N2C(=O)C3CC=CCC3C2=O)c1)N1CCCc2ccccc21 (stereo not given),-5,1.1,-10,0,2,16,-2,-7,0.84
COc1ccc(OC)c(NC(=O)COC(=O)c2ccc(OC)c(S(=O)(=O)N3CCCC3)c2)c1,-5,0.91,9,-1,6,2,1,-2,0.98
O=[N+]([O-])c1cc(C(F)(F)F)ccc1NCC1CCCO1 (stereo not given),-5,0.97,2,-2,22,20,-3,5,0.81
Cc1cc(C)nc(N(C#N)CC(=O)Nc2ccccc2)n1,-3,1,0,-3,18,-7,9,-2,1.1
Cc1ccc(C2=NCCn3nc4cc(C(F)(F)F)ccc4c32)cc1,-7,0.95,5,3,26,-3,-1,-1,1
CC(=O)N1CCN(C(=S)NCc2ccccc2)CC1,-7,1,-2,-3,-1,-2,-4,2,1
CC(C)CCC(O)(CCC(C)C)C(=O)NNc1ccccc1,2,1,-1,3,18,-7,6,3,1.1
Cc1ccc(C(=O)NC2CC3CCC(C2)N3C)cc1 (stereo not given),-5,0.94,6,6,5,4,0,2,0.96
O=C(Nc1ccc(S(=O)(=O)Nc2ncccn2)cc1)c1cccc(Br)c1,-3,0.99,1,-1,4,-9,-3,-1,1.1
# More structures follow.
SMILES,A3G deaminase,mIAP activ,mIAP inh,MIN6 prolif,NLRP3 yeast inh,hIAP inh,APOBEC3A inh,SENP1 FRET inh,hIAP act
N#Cc1cc(-c2ccccc2)[nH]c1-c1nccc2ccccc12,41*,1.5,-53,-7,12,-92,2,-6,1.9
Cc1cnnc2c1-c1nonc1CC2,-5,0.91,9,-2,16,-7,-1,2,1.1
Cc1ccc(S(=O)(=O)N(C)c2ccc(OC(=O)c3ccc(N4CCCC4=O)cc3)cc2)cc1,-11,0.96,4,-1,15,2,-5,0,0.98
O=C(Cc1ccc(-c2ccccc2)cc1)NC(c1ccccc1)c1ccccc1,-8,1.1,-13,0,18,7,-5,7,0.93
Cc1cc(C)c(S(=O)(=O)N(CC(=O)O)C2CCCCC2)c(C)c1,-6,0.93,7,0,-2,6,-3,0,0.94
CC(=O)c1csc(COc2ccccc2)n1,-5,1,0,-2,6,-32,-1,0,1.3
CCCN(C(=O)c1c(CC)noc1C)c1c(N)n(Cc2ccccc2)c(=O)[nH]c1=O,-6,0.85,15,2,-5,5,3,-2,0.95
CC(=O)c1ccc(NC(=O)N2C3CCC2CC(O)(c2cccnc2)C3)cc1 (stereo not given),-2,0.92,8,2,9,0,3,3,1
COc1ccccc1C(C[N+](=O)[O-])c1c(N)n(C)c(=O)n(C)c1=O (stereo not given),-3,1.1,-8,-6,77*,2,-1,1,0.98
CCCn1cnc2c(=O)oc3ccccc3c21,1,0.69,31,-3,-2,22,4,1,0.78
COCCNC(=O)c1cnn2c(C(F)F)cc(-c3ccccc3)nc12,-7,0.99,1,6,16,7,-2,-8,0.93
Cc1nn(CC(=O)Nc2ccc(Cl)c(S(=O)(=O)N(C)C)c2)c(C)c1[N+](=O)[O-],-5,1.1,-11,-2,11,3,-1,2,0.97
Cc1cccc(C2CN(C)CCc3c2cc(O)c(O)c3Cl)c1 (stereo not given),-5,1,-2,-8,20,-5,0,0,1.1
Cc1cc(C)c2cc(C(=O)N3CCC(Cc4ccccc4)CC3)[nH]c2c1,-8,1,0,-3,21,10,0,-2,0.9
CCC1CCCCN1C(=O)COC(=O)COc1ccc(Br)cc1 (stereo not given),-4,1,0,-2,11,0,1,3,1
O=C(NCc1ccc(F)cc1)C(=O)NCC(c1ccco1)N1CCOCC1 (stereo not given),-2,1,0,-4,-1,-10,2,-1,1.1
Cc1cc(N2CCN(C)CC2)nc2ccc(NC(=O)c3ccc4c(c3)OCO4)cc12,-1,1,-2,-6,-1,3,2,-3,0.97
COc1ccccc1-c1nnc(NC(=O)OCC(C)C)s1,-6,1,-3,1,16,17,-3,0,0.83
CCOc1ccc(C(C)=O)cc1CN1C(=O)NC2(CCCCCC2)C1=O,-8,1,-2,0,11,-21,-4,3,1.2
C/C(CC(=O)Nc1ccc(C)c(Cl)c1)=N\NC(=O)Cc1cnc(N)s1,-19,0.85,14,-3,7,-12,-7,2,1.1
O=C(Cc1ccc(Cl)cc1)NNC(=O)C1CC=CCC1C(=O)O (stereo not given),-10,0.93,8,3,4,-16,3,3,1.2
COCCNC(=O)[C@@]1(Cc2ccccc2)C=C[C@@H](C)N1C(C)=O,-6,1.1,-5,-1,12,5,-1,0,0.95

# Only part of the results is shown (hit frequency here may not be typical).
